Screening results as filed in PubChem.
Arrestin-AP2 inh: inhibitors of beta-arrestin/AP2 binding, primary screen, biochemical, GPCR trafficking, flow cytometry. hit rate 0.31% among 340,000. inhibition, % at 10 µM. beta-arrestin 1 C-terminal peptide binding to AP2 beta2-adaptin appendage (human). FITC-arrestin peptide / GST-AP2 beads; AP2 beta2 appendage carries R879A mutation. AID 504490, 2011;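 active = inhibition above a set limit, near 3 SD of compounds lacking own fluorescence, cut at about 54% in these data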;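 also: plate controls were DMSO wells for no effect and 5 µM unlabelled arrestin peptide for full effect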
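Assay system: GST-AP2 R879A bound to glutathione beads, E. coli-expressed; Medium: PBS with 0.05% Tween 20 and 0.1% BSA; Also added: fluorescein-tagged arrestin peptide at 50 nM final; Timing: 12 min plus 1 h, RT; Measured by: flow cytometry, FL1 (488/535 nm); Evaluation: percent drop in bead-associated FITC signal.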
OPRM1-OPRD1 inv: inverse agonists of MOR-DOR heterodimerization, primary screen, cell-based, luminescence; cell-based MOR-DOR heterodimer luminescence, inverse agonism; AID 504357, 2011; inhibition, % at 9.3 µM; hit rate 0.21% among 340,000; Mu-type opioid receptor (Homo sapiens) + Delta-type opioid receptor (Homo sapiens), …; in the data active = inhibition above about 22%, passing the limit was not always enough;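 also: 0% = cells with DMSO and 100% = wells without cells with DMSO; values of inactives mirror those of a sister screen read the other way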
Target sequence (P35372 whole entry, looked up): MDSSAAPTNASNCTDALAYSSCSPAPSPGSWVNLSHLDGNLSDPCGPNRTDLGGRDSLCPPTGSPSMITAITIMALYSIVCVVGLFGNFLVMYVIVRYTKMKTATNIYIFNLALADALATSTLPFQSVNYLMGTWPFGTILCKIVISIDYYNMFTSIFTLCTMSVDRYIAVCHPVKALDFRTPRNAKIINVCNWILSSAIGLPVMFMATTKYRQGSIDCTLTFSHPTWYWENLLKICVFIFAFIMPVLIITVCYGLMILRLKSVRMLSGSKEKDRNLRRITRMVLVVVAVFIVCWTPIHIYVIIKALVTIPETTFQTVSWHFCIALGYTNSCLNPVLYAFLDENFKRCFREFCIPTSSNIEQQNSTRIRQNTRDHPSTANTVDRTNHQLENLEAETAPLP
Target sequence (P41143 whole entry, looked up): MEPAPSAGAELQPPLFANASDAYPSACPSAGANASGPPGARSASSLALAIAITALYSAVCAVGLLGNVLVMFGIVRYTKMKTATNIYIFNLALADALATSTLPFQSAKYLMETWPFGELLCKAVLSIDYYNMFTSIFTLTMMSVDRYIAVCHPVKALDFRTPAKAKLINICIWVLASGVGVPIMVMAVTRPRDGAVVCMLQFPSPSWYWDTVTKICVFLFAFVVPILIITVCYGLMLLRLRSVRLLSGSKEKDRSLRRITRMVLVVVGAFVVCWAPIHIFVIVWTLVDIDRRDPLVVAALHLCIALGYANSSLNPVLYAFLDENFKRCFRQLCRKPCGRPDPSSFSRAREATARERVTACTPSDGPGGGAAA
Mot1-301 SUMO: yeast Mot1-301 growth rescue at high temperature, primary screen, SUMOylation pathway inhibitor project, S. cerevisiae, ATP luminescence, 38.5C. hit rate 1% among 320,000. S. cerevisiae Mot1-301 growth rescue; percent above DMSO median, 100 means doubled. AID 2716, 2010. growth rescue, % at 18.8 µM;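 active = every valid replicate shows activation above 250% relative to neutral control wells; inactive = the rest, any valid replicate at or below 250%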;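 also: OY570 slx delta 5 strain wells were the positive control but not used for scaling; some compounds called inactive have numbers as strong as hits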
Tat transport: E. coli Tat export inhibitors, primary screen, MC4100, TorA-mCherry reporter, fluorescence, single point; inhibition, % at 10 µM; hit rate 0.036% among 340,000; AID 488895, 2010;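 active = mean replicate inhibition at least 50% and at least half of replicates individually reaching 50%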;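 also: exported cargo escapes ClpAP degradation while cytoplasmic cargo is degraded and loses fluorescence; 0% = median of neutral control wells and 100% = median of NaSCN control wells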
AddAB inh: growth inhibition of E. coli expressing H. pylori AddAB, primary screen, AddAB inhibitor project, absorbance | inhibition, % at 11.9 µM | hit rate 0.29% among 330,000 | AID 435030, 2010; in the data active = inhibition above about 12%;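 also: 0% = vehicle wells of infected cells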
E coli growth: E. coli V3065 growth inhibition, primary screen, counter-screen for AddAB inhibitor project, absorbance, OD600; 18 h; inhibition, % at 11.9 µM; hit rate 0.27% among 330,000; AID 449728, 2010;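 active = inhibition above the campaign's mean inhibition across all tested compounds plus 3 SD, cut at about 9.9% in these data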;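 also: uninfected addAB+ strain grown without phage in ampicillin broth; 0% = DMSO wells and 100% = ciprofloxacin 0.95 µg/ml wells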
PfHsp90 yeast 2: growth inhibition of PfHsp90-expressing yeast, primary screen, antimalarial PfHsp90 inhibitor project, S. cerevisiae, BacTiter-Glo luminescence, single point, set 2; BacTiter-Glo ATP, 48 h; yeast lacking PDR1 and PDR3 efflux regulators; inhibition, % at 9.4 µM; hit rate 0.32% among 310,000; AID 504621, 2011;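 active = every replicate shows inhibition above about 80%, whatever the replicate mean, limit read from the data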;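 also: 0% = DMSO neutral controls and 100% = 20 µM radicicol positive controls; yeast relying on Plasmodium falciparum Hsp90 in place of its own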
MOR-DOR ag: agonists of OPRM1-OPRD1 heterodimerization, primary screen, cell-based, luminescence; cells; activation, % at 9.3 µM; Mu-type opioid receptor (Homo sapiens) + Delta-type opioid receptor (Homo sapiens), …; AID 504326, 2011; hit rate 0.3% among 340,000; in the data active = activation above about 18%;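 also: 0% = vehicle-treated cells and 100% = reference agonist; values of inactives mirror those of a sister screen read the other way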
phage Ecoli inh: growth loss of phage-infected E. coli, primary screen, RecBCD inhibitor project, absorbance, with phage, HTS; inhibition, % at 11.9 µM; hit rate 0.26% among 360,000; in the data active = inhibition above about 11%
DSG3 Ab inh: inhibitors of pemphigus antibody binding to DSG3, primary screen, biochemical, bead-based, flow cytometry, scFv-GFP; Desmoglein-3 (Homo sapiens), P32926; DSG3-coupled beads, scFv-anti-DSG3-GFP binding; hits give low values; binding (percent of control), % at 10 µM; hit rate 0.48% among 310,000;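 active = binding more than 3 SD below its plate's average and above zero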;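 also: hits lower antibody fragment binding to DSG3; some compounds called inactive have numbers as strong as hits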
PKA-R1A act: activators of PKA-R1A holoenzyme, primary screen, biochemical, fluorescence polarization, Cy5-IP20, bovine R1A, mouse PKAc. activation, % at 11.4 µM. hit rate 0.083% among 340,000. AID 504707, 2011. PKA-R1A dissociation; scaled: DMSO 0%, 113 µM cGMP 100%;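 active = percent activation above the mean of all tested compounds plus 3 SD, cut at about 19% in these data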;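 also: higher means more PKAc released from R1A so a rise in polarization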
Starred values were filed as active, the others as inactive.

`Cc1ccnc(NC(=O)CCS(=O)(=O)c2ccccc2)c1` gave Arrestin-AP2 inh -3.2, OPRM1-OPRD1 inv 2.6, Mot1-301 SUMO 2.2, Tat transport -1.5, AddAB inh 1.6, E coli growth -0.1, PfHsp90 yeast 2 15.9, MOR-DOR ag -0.4, phage Ecoli inh 3.2, DSG3 Ab inh 97.4 and PKA-R1A act 0.8.
For CSc1nc2nc(-c3ccccc3)cc(=O)n2[nH]1 the results were Arrestin-AP2 inh 23.9, OPRM1-OPRD1 inv -2.5, Mot1-301 SUMO -14.7, Tat transport 1.0, AddAB inh -0.3, E coli growth 1.1, PfHsp90 yeast 2 3.9, MOR-DOR ag 0.5, phage Ecoli inh 3.7, DSG3 Ab inh 103.0 and PKA-R1A act -10.3.
CN1N=C(C(=O)N2CCCC(Nc3ccc(F)c(F)c3)C2)CCC1=O (centres undefined) was read as Arrestin-AP2 inh -1.4, OPRM1-OPRD1 inv 10.3, Mot1-301 SUMO 5.4, Tat transport 6.4, AddAB inh 1.9, E coli growth -0.9, PfHsp90 yeast 2 -4.0, MOR-DOR ag -1.9, phage Ecoli inh 4.4, DSG3 Ab inh 104.4 and PKA-R1A act -9.6.
Screening CC(=O)N1CCCc2cc(S(=O)(=O)CCC(=O)N3CCN(c4cccc(C)c4)C(C)C3)ccc21 (centres undefined) returned Arrestin-AP2 inh 3.1, OPRM1-OPRD1 inv 15.4, Mot1-301 SUMO -7.7, Tat transport 3.8, AddAB inh 0.0, E coli growth -1.4, PfHsp90 yeast 2 6.5, MOR-DOR ag -3.0, phage Ecoli inh 1.8, DSG3 Ab inh 94.2 and PKA-R1A act -1.4.
Screening O=C(NC(=S)N1CCOCC1)c1ccc(F)cc1 returned Arrestin-AP2 inh -14.1, OPRM1-OPRD1 inv 6.0, Mot1-301 SUMO 7.4, Tat transport 26.5, AddAB inh 2.3, E coli growth 1.4, PfHsp90 yeast 2 13.7, MOR-DOR ag -1.1, phage Ecoli inh 1.7, DSG3 Ab inh 127.2 and PKA-R1A act -1.0.
`Nc1nc2ccccc2n1/N=C/c1ccc(Br)cc1` gave Arrestin-AP2 inh 0.2, OPRM1-OPRD1 inv -36.3, Mot1-301 SUMO 47.4, Tat transport 0.1, AddAB inh -1.2, E coli growth -0.8, PfHsp90 yeast 2 3.4, MOR-DOR ag 6.3, phage Ecoli inh -1.2, DSG3 Ab inh 101.0 and PKA-R1A act -11.6.
`O=C(NCCc1ccccc1)c1ccc2nc(-c3ccco3)c(-c3ccco3)nc2c1` gave Arrestin-AP2 inh 26.2, OPRM1-OPRD1 inv -20.1, Mot1-301 SUMO -9.8, Tat transport 2.1, AddAB inh -0.5, E coli growth -1.1, PfHsp90 yeast 2 -14.8, MOR-DOR ag 3.9 and PKA-R1A act -10.7.
For CCOC(=O)c1cc(-c2ccc(Cl)cc2)nc2c1c(=O)[nH]c(=O)n2CCOC the results were Arrestin-AP2 inh 6.5, OPRM1-OPRD1 inv 0.0, Mot1-301 SUMO -12.2, Tat transport -0.4, AddAB inh 0.9, E coli growth 2.2, PfHsp90 yeast 2 -9.3, MOR-DOR ag 0.0, phage Ecoli inh 5.4, DSG3 Ab inh 105.3 and PKA-R1A act 7.0.
`Cc1ccsc1/C=N\Nc1cn[nH]c(=O)c1Cl` gave Arrestin-AP2 inh 14.4, OPRM1-OPRD1 inv 13.4, Mot1-301 SUMO 33.8, Tat transport 8.0, AddAB inh 3.1, E coli growth -1.2, PfHsp90 yeast 2 -0.2, MOR-DOR ag -2.3, phage Ecoli inh 1.7, DSG3 Ab inh 102.9 and PKA-R1A act 6.1.
Screening COC(=O)c1cn(CC(=O)Nc2ccc(F)cc2)c2ccccc12 returned Arrestin-AP2 inh 11.7, OPRM1-OPRD1 inv -1.6, Mot1-301 SUMO -9.4, Tat transport 16.9, AddAB inh 0.9, E coli growth 2.7, MOR-DOR ag 0.3, phage Ecoli inh 4.0, DSG3 Ab inh 119.8 and PKA-R1A act -7.0.
Screening COc1cccc(N(C(=O)CNC(=O)c2ccco2)C(C(=O)NC2CCCCC2)c2cccnc2)c1 (centres undefined) returned Arrestin-AP2 inh 6.4, OPRM1-OPRD1 inv -12.0, Mot1-301 SUMO -5.6, Tat transport -7.2, AddAB inh 1.8, E coli growth -2.8, PfHsp90 yeast 2 -107.4, MOR-DOR ag 1.6, phage Ecoli inh -0.5 and PKA-R1A act -4.8.
For Clc1ccc(Cn2ncc3c(NCCN4CCOCC4)ncnc32)cc1 the results were Arrestin-AP2 inh -5.3, OPRM1-OPRD1 inv -0.6, Mot1-301 SUMO -20.2, Tat transport -9.3, AddAB inh -1.0, E coli growth -3.2, PfHsp90 yeast 2 11.5, MOR-DOR ag 0.1, phage Ecoli inh 2.3, DSG3 Ab inh 114.2 and PKA-R1A act 7.3.
`COc1cc(OC)cc(C(=O)NCCNc2nc3cc(C)cc(C)c3cc2C#N)c1` gave Arrestin-AP2 inh -8.8, OPRM1-OPRD1 inv -20.0, Mot1-301 SUMO -1.8, Tat transport 6.7, AddAB inh 1.9, E coli growth -1.0, PfHsp90 yeast 2 -28.0, MOR-DOR ag 4.0, phage Ecoli inh 3.2, DSG3 Ab inh 117.6 and PKA-R1A act 1.6.
O=[N+]([O-])c1ccccc1OCC(O)CNC1CCCC1 (centres undefined) was read as Arrestin-AP2 inh 20.8, OPRM1-OPRD1 inv 12.2, Mot1-301 SUMO 14.6, Tat transport -6.6, AddAB inh -1.4, E coli growth -1.2, PfHsp90 yeast 2 8.4, MOR-DOR ag -2.3, phage Ecoli inh 2.1, DSG3 Ab inh 92.8 and PKA-R1A act -2.9.
`COc1cc(C(=O)OCCC(C)C)cc(OC)c1O` gave Arrestin-AP2 inh 15.0, OPRM1-OPRD1 inv -11.1, Mot1-301 SUMO 3.9, Tat transport -3.1, AddAB inh 0.6, E coli growth -0.5, PfHsp90 yeast 2 -26.0, MOR-DOR ag 2.5, phage Ecoli inh 0.0, DSG3 Ab inh 100.9 and PKA-R1A act -4.2.
Screening Cn1c(-c2ccc(C=O)s2)nc2ccccc21 returned Arrestin-AP2 inh 5.5, OPRM1-OPRD1 inv -5.8, Mot1-301 SUMO -11.0, Tat transport -8.6, AddAB inh -0.5, E coli growth -0.2, PfHsp90 yeast 2 23.5, MOR-DOR ag 1.0, phage Ecoli inh 1.7, DSG3 Ab inh 100.2 and PKA-R1A act 4.2.
For O=C(CN1CCOc2ccccc21)N1CCCC1 the results were Arrestin-AP2 inh -2.5, OPRM1-OPRD1 inv 14.8, Mot1-301 SUMO 69.9, Tat transport 3.9, AddAB inh 3.3, E coli growth 1.4, MOR-DOR ag -2.9, phage Ecoli inh 0.5, DSG3 Ab inh 108.2 and PKA-R1A act 3.4.
`COc1ccc(C(=O)Nc2cc(-c3nn4c(C)nnc4s3)ccc2C)cc1` gave Arrestin-AP2 inh -2.7, OPRM1-OPRD1 inv 14.2, Mot1-301 SUMO 71.6, Tat transport -0.4, AddAB inh 5.7, E coli growth -0.9, PfHsp90 yeast 2 0.5, MOR-DOR ag -2.8, phage Ecoli inh 1.5, DSG3 Ab inh 101.7 and PKA-R1A act 7.2.
CC(=O)Nc1cccc(NC(=O)C2CCCN2C(=O)Nc2ccccc2C)c1 (centres undefined) was read as Arrestin-AP2 inh -48.9, OPRM1-OPRD1 inv 18.1, Mot1-301 SUMO 1.9, Tat transport -2.4, AddAB inh 0.8, E coli growth 0.5, PfHsp90 yeast 2 24.0, MOR-DOR ag -3.2, phage Ecoli inh -2.7, DSG3 Ab inh 108.4 and PKA-R1A act -3.7.
For O=C(CCc1nc2ccccc2c(=O)[nH]1)Nc1nnc(SCc2ccc(F)cc2)s1 the results were Arrestin-AP2 inh 1.4, OPRM1-OPRD1 inv 2.7, Mot1-301 SUMO 18.0, Tat transport -5.7, AddAB inh -2.2, E coli growth -1.3, PfHsp90 yeast 2 -17.6, MOR-DOR ag -0.5, phage Ecoli inh -0.8, DSG3 Ab inh 96.2 and PKA-R1A act -0.4.
Screening Cc1cc2cc(C(c3nnnn3CC3CCCO3)N3CCCc4ccccc43)c(=O)[nH]c2cc1C (centres undefined) returned Arrestin-AP2 inh 5.3, OPRM1-OPRD1 inv -4.0, Tat transport 1.6, PfHsp90 yeast 2 -33.1, MOR-DOR ag 0.8, phage Ecoli inh 4.2, DSG3 Ab inh 105.1 and PKA-R1A act -0.4.
`C[C@@H](C(=O)N=c1sc2ccccc2n1C)N1C(=O)C2CC=CCC2C1=O` (some centres undefined) gave Arrestin-AP2 inh 0.2, OPRM1-OPRD1 inv -0.5, Tat transport 1.8, PfHsp90 yeast 2 6.9, MOR-DOR ag 0.1, phage Ecoli inh 3.2, DSG3 Ab inh 91.1 and PKA-R1A act -10.8.
CN(Cc1ccccc1)C(=O)C1CCC(CNS(=O)(=O)c2cccc3cccnc23)CC1 (centres undefined) was read as Arrestin-AP2 inh -11.3, OPRM1-OPRD1 inv 13.4, Mot1-301 SUMO 110.7, Tat transport -2.1, AddAB inh 3.4, E coli growth -0.3, PfHsp90 yeast 2 -23.0, MOR-DOR ag -2.6, phage Ecoli inh -3.4, DSG3 Ab inh 100.6 and PKA-R1A act 8.2.
`O=C(c1ccc2c(c1)OCO2)N1CCN(c2ncccn2)CC1` gave Arrestin-AP2 inh 15.1, OPRM1-OPRD1 inv -12.2, Mot1-301 SUMO -4.7, Tat transport 4.7, AddAB inh 5.8, E coli growth -0.9, PfHsp90 yeast 2 -3.3, MOR-DOR ag 2.1, phage Ecoli inh 4.5, DSG3 Ab inh 101.8 and PKA-R1A act 1.1.

Quoted at random: two entries already listed.
`C[C@@H](C(=O)N=c1sc2ccccc2n1C)N1C(=O)C2CC=CCC2C1=O` (some centres undefined) gave Arrestin-AP2 inh 0.2, OPRM1-OPRD1 inv -0.5, Tat transport 1.8, PfHsp90 yeast 2 6.9, MOR-DOR ag 0.1, phage Ecoli inh 3.2, DSG3 Ab inh 91.1 and PKA-R1A act -10.8.
Screening Cc1cc2cc(C(c3nnnn3CC3CCCO3)N3CCCc4ccccc43)c(=O)[nH]c2cc1C (centres undefined) returned Arrestin-AP2 inh 5.3, OPRM1-OPRD1 inv -4.0, Tat transport 1.6, PfHsp90 yeast 2 -33.1, MOR-DOR ag 0.8, phage Ecoli inh 4.2, DSG3 Ab inh 105.1 and PKA-R1A act -0.4.
